Tn6 DDE FP = inhibitors of Tn6 peptide binding to fibrin DD(E), primary screen, biochemical, fluorescence polarization, human fibrin, Tn6 probe | Fibrinogen beta chain (Homo sapiens), P02675 | Fibrin DD(E) TRITC-Tn6 fluorescence polarization displacement | inhibition, % at 8.3 µM | actives 0.21% (n = 370,000) | AID 720509, 2013;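 active = inhibition above a per-campaign cutoff: mean of compounds within control limits plus 3 SD, cut at about 15% in these data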;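 also: 0% = median of all compound wells on the plate and 100% = blocking peptide control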
GAA850 FXN act = FXN promoter activators, primary screen, cell-based, luciferase luminescence, HEK293 lucGAA850 | HEK293 lucGAA850 FXN promoter luciferase reporter, 24 h; percent of 10 µM SAHA response | AID 540364, 2011 | actives 0.56% (n = 360,000) | activation, % at 6 µM;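 active = activation above the average of all compounds screened plus 3 SD, cutoff fixed separately per campaign, cut at about 7.5% in these data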;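 also: 0% = DMSO wells and 100% = 10 µM SAHA wells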
ADAM10 inh = human ADAM10 inhibitors, primary screen, biochemical, QFRET, HTS; recombinant ADAM10, EDANS/DABCYL FRET peptide cleavage, 3 h; inhibition, % at 7 µM; AID 720582, 2013; actives 0.62% (n = 370,000);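 active = inhibition above a per-campaign cutoff equal to the mean of compounds falling between control-based bounds plus 3 SD, cut at about 20% in these data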;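 also: 0% = DMSO wells while the 100% control is not disclosed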
proKLK7 act = proKLK7 zymogen activators, primary screen, biochemical, fluorescence intensity. actives 0.9% (n = 370,000). purified proKLK7, EDANS-DABCYL substrate fluorescence; 100% is mature enzyme control, 0% vehicle. activation, % at 7 µM;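 active = activation above the mean of all tested compounds plus 3 SD, computed per campaign excluding outliers beyond control limits, cut at about 13% in these data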
ARFGAP1 inhibitor = inhibitors of rat ARFGAP1 GAP activity, primary screen, biochemical, fluorescence polarization, GDP tracer; ADP-ribosylation factor GTPase-activating protein 1 (Rattus norvegicus), Q62848; Arfgap1-stimulated ARF1 GTP hydrolysis, GDP FP detection; inhibition, % at 16.5 µM; actives 0.26% (n = 360,000); AID 651572, 2012;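 active = inhibition above a per-plate limit, mean inhibition of low control wells plus 3 SD, cut at about 25% in these data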;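 also: 0% = DMSO wells with enzyme and 100% = wells lacking Arfgap1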
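system = rat Arfgap1 catalytic domain, aa 1-136 | technique = FP, GDP Alexa 633 tracer displaced from anti-GDP antibody, 620/688 nm | compound = one concentration, 16.5 µM, DMSO 1.26% | medium = HEPES-based buffer, pH 7.5 | timing = compound-enzyme preincubation 20 min, reaction 120 min, detection 60 min, 25 °C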
HGIII-sPLA2 inh = human group III sPLA2 inhibitors, primary screen, biochemical, QFRET, BODIPY PC-A2 liposome substrate; AID 743126, 2013; QFRET BODIPY PC-A2 liposome hydrolysis, fluorescence; inhibition, % at 12.2 µM; Group 3 secretory phospholipase A2 (Homo sapiens), Q9NZ20; actives 0.56% (n = 370,000);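 active = inhibition above mean plus 3 SD of compounds lying within the high and low control bounds, cut at about 19% in these data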;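 also: 0% = median of test compound wells and 100% = no enzyme DMSO wells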
GC-A act = GC-A stimulated cGMP production enhancers – HEK293 GC-A cells, cGMP TR-FRET, EC30 ANP, primary screen; Atrial natriuretic peptide receptor 1 (Homo sapiens), P16066; AID 1671463, 2021; 0% at EC30 ANP, 100% saturating ANP; actives 0.14% (n = 370,000); activation, % at 10 µM; in the data active = activation above about 40%
Target sequence (P16066 whole entry, looked up): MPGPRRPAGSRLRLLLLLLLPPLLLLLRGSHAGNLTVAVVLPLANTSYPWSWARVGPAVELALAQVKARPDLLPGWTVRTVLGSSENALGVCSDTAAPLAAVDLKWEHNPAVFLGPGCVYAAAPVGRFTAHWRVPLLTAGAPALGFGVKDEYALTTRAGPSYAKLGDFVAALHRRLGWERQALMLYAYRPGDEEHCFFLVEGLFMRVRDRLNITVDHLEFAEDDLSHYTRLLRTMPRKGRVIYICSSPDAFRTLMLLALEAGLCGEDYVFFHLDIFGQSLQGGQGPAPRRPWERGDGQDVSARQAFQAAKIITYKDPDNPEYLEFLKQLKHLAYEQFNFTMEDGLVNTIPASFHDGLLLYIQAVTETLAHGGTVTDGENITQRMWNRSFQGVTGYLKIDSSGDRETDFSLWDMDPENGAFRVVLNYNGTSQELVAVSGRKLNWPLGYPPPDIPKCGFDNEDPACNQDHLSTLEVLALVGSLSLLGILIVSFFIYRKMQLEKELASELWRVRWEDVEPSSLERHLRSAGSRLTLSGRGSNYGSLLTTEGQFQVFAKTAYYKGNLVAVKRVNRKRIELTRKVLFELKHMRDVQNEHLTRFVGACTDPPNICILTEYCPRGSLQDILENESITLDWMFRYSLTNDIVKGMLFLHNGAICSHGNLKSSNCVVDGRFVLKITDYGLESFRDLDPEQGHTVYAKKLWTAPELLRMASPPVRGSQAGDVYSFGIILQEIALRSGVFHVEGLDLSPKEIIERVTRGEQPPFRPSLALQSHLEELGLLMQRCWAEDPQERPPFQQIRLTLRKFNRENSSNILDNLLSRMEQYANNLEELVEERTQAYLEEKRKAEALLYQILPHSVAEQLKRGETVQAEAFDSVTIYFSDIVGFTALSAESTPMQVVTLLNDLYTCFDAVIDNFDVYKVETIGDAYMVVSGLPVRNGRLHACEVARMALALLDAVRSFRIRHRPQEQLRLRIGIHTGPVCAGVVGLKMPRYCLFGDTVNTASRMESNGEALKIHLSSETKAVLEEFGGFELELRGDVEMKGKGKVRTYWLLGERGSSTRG
ASAP1 GAP inh = inhibitors of human ASAP1 ArfGAP activity, primary screen, biochemical, fluorescence polarization. Arf-GAP with SH3 domain, ANK repeat and PH domain-containing protein 1 (Homo sapiens), …. ASAP1-stimulated ARF1 GTP hydrolysis, GDP FP detection. inhibition, % at 16.5 µM. actives 0.19% (n = 360,000); in the data active = inhibition above about 25%;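 also: 0% = vehicle with enzyme and substrate and 100% = no enzyme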
rCAG RNA binder = binders of r(CAG) RNA repeats, primary screen, biochemical, fluorescence | r(CAG) RNA repeat, TO-PRO-1 dye displacement fluorescence | inhibition, % at 3 µM | actives 1.3% (n = 370,000) | AID 651821, 2012;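 active = inhibition above the plate cutoff, the mean of all test compounds on that plate plus 3 SD, cut at about 35% in these data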;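 also: 0% = DMSO alone and 100% = 100 µM mitoxantrone as full dye displacement; higher means more dye released from RNA so lower well fluorescence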
NPR2 activator = human GC-B receptor activators, primary screen, HEK293 GC-B cells, cGMP TR-FRET, EC30 CNP. Atrial natriuretic peptide receptor 2 (Homo sapiens), P20594. actives 0.11% (n = 370,000). AID 1920062, 2024. activation, % at 10 µM. 0% at EC30 CNP, 100% saturating CNP;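 active = activation at 10 µM reaching about 35% in either raw or pattern-adjusted values, limit read from the data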
Active calls of the source: *; i = inactive; x = no result given.

| SMILES | Tn6 DDE FP | GAA850 FXN act | ADAM10 inh | proKLK7 act | ARFGAP1 inhibitor | HGIII-sPLA2 inh | GC-A act | ASAP1 GAP inh | rCAG RNA binder | NPR2 activator |
| --- | --- | --- | --- | --- | --- | --- | --- | --- | --- | --- |
| CCOC(=O)c1c(S(=O)(=O)NCc2cccs2)c(C)n(C)c1C | -3 | 1.0 | 2 | 0.2 | 4 | 2 | 4 | -6 | -1 | -5 |
| Cc1csc(NC(=O)c2cc3c(s2)CCC3)n1 | 7 | -0.1 | -4 | 0.2 | 11 | -4 | -2 | 2 | 3 | -4 |
| O=C(O)c1ccccc1C(=O)c1cccc2ccccc12 | 2 | -1.2 | 4 | 0.1 | 11 | 0 | -2 | 7 | 5 | 8 |
| COc1ccc(N2CCN(CCNC(=O)CCCn3c(=O)[nH]c4cc(Cl)ccc4c3=O)CC2)cc1 | -3 | -0.9 | 2 | 0.9 | -6 | -3 | 3 | 3 | -2 | 2 |
| CC(OC(=O)c1ccc(OCC2CCCO2)cc1)C(=O)N(C)Cc1ccccc1 (stereo not given) | 0 | 2.0 | -9 | -0.2 | 7 | 1 | 3 | 8 | -10 | 3 |
| CC(C)c1ccc(CNC(=O)CSCC(=O)Nc2ccc3ccccc3c2)cc1 | 1 | -2.4 | 6 | -0.3 | 9 | -11 | -11 | 8 | 3 | -6 |
| CCN(CC(O)Cn1c2ccccc2c2ccccc21)S(=O)(=O)c1ccc(C)cc1 (stereo not given) | -4 | 0.8 | 18 | -0.2 | 11 | -48 | -33 | 18 | 7 | -23 |
| COC(=O)c1ccc(CN(c2ccc(C(=O)O)c(O)c2)S(=O)(=O)c2ccc(Cl)c([N+](=O)[O-])c2)cc1 | 0 | -1.3 | 23* | -0.6 | 8 | -48 | 8 | 3 | 43* | 2 |
| COCCNC(=O)/C(C#N)=C/c1cccc(/C=C(\C#N)C(=O)NCCOC)c1 | -1 | 3.2 | -3 | 0.4 | -7 | -3 | 42* | -16 | 1 | 25 |
| CCN(CC)c1ccc(NC(=O)c2ccco2)cc1 | 1 | 2.4 | 9 | -0.3 | -3 | 7 | -5 | 9 | -1 | -2 |
| OC(CNCC1CCCO1)Cn1c2ccccc2c2ccccc21 (stereo not given) | -2 | 0.8 | -6 | 0.5 | 5 | 2 | -11 | -9 | -6 | -9 |
| Cc1ccc2nc(-c3cccnc3)c(Nc3ccccc3C)n2c1 | -3 | 0.4 | -6 | 0.3 | -12 | 2 | 4 | 1 | -7 | 10 |
| COC(=O)[C@]12C[C@H](CC(=O)N3CCN(C(=O)c4ccco4)CC3)C(=O)N(CCC3=CCCCC3)C1=C[C@H](C(C)(C)C)O[C@@H]2C | -3 | x | -5 | 0.1 | 5 | -5 | -3 | 0 | 2 | 0 |
| O=C(CN1CCN(C(=O)CNC(=O)c2ccc(N3CCCC3=O)cc2)CC1)Nc1ccccc1Cl | 4 | 1.8 | -14 | 0.5 | -11 | 7 | 3 | 7 | -1 | 0 |
| COc1cc(C(=O)Nc2nc3ccccc3[nH]2)ccc1OC(F)F | 3 | 9.6* | 9 | -0.3 | 6 | 11 | -3 | -15 | 1 | -3 |
| COCCCn1c(SCC(=O)N2CCOCC2)nc2cc(Cl)ccc2c1=O | -3 | 1.5 | -8 | -0.1 | 1 | 12 | -1 | -6 | 3 | -4 |
| Cc1cc(C)n2cc(CSc3ncccc3C(=O)O)nc2n1 | 7 | -1.1 | -431 | 3.3 | 10 | 2 | 3 | -13 | 1 | -2 |
| O=C(c1ccc(Br)o1)N1CCN(c2ccc(F)cc2)CC1 | 0 | 1.6 | 1 | -0.3 | 12 | 10 | -5 | -10 | -2 | -8 |
| N/C(=N\OC(=O)c1ccc2c(c1)OCO2)c1cccnc1 | 3 | 3.7 | 2 | -0.5 | -1 | 5 | 4 | 0 | -2 | 4 |
| O=C(CCc1nnc2ccc(NCc3ccccc3)nn12)NCC1CCN(C2CCCC2)C1 (stereo not given) | -3 | 1.2 | -7 | -0.6 | -13 | 2 | 0 | -7 | -2 | 3 |
| COc1cccc(-c2nnc(NC(=O)c3cccs3)s2)c1 | 0 | 1.6 | -107 | 2.3 | -6 | -3 | -4 | -5 | 0 | -8 |
| Cc1cc(NC(=O)C2C3C(=O)N(CCC(C)C)C(C(=O)NCc4ccccc4)C34C=CC2(C)O4)no1 (stereo not given) | 8 | -1.5 | -2 | -0.2 | -4 | -2 | -4 | -9 | -3 | 4 |
| Cc1ccc2nc(SCC(=O)Nc3cccc([N+](=O)[O-])c3)[nH]c2c1 | -7 | -0.9 | 3 | 0.2 | 0 | -47 | -5 | 0 | 9 | -7 |
| C(=C\c1ccccc1)/CN1CCN(Cc2ccc3c(c2)OCO3)CC1 | -5 | 1.2 | 6 | -0.7 | 2 | -6 | 2 | 9 | 0 | 0 |
| COc1cccc(NC(=O)CN(C)C(=O)c2oc3c(ccc4ccccc43)c2C)c1 | 0 | 0.3 | -16 | 0.2 | 3 | -6 | -1 | 11 | 4 | -4 |
| O=S(=O)(c1ccc(=S)[nH]c1)N1CCCCCC1 | 5 | 2.8 | -3 | -0.7 | -5 | 8 | 2 | -12 | 4 | 1 |
| CC(=O)c1c(C)[nH]c(C(=O)NNC(=O)c2ccc(Br)cc2)c1C | 7 | 1.9 | -1 | -0.5 | -7 | -10 | -2 | 7 | 0 | -1 |
| COc1cc(CCNc2ccc3nnc(-c4ccccc4)n3n2)cc(OC)c1OC | 0 | -0.6 | -11 | 0.5 | 4 | -3 | 14 | -6 | 1 | 6 |
| CSCC[C@H](NC(=O)[C@@H]1CSC2c3ccccc3C(=O)N21)C(=O)N1CCC[C@H]1CO (stereo not given in full) | 7 | -1.2 | -13 | 0.0 | 5 | 6 | -1 | -4 | 1 | 1 |
| Cc1ccc2nc(Nc3nc(C)cc(C(F)(F)F)n3)nc(C)c2c1 | 7 | 3.1 | -11 | -0.3 | -18 | -4 | -1 | 4 | -2 | -3 |
| Cc1nc([N+](=O)[O-])c(Br)n1CC(=O)c1ccc(F)cc1 | -3 | 1.9 | -2 | 0.3 | -10 | -3 | -1 | -3 | 3 | 1 |
| CCCCCCCCN1C(=O)[C@@H](CC(=O)N2CCN(C(=O)C3CC3)CC2)C[C@@]2(C(=O)OC)C1=C[C@H](C1CCCC1)O[C@@H]2C | 4 | x | 14 | 0.6 | -8 | -7 | -5 | -18 | 8 | 1 |
| COCCOC1CCN(C(=O)c2cc(COc3ccc(-n4cncn4)cc3)on2)CC1 | -1 | -1.5 | -11 | -0.3 | -2 | 3 | 3 | 10 | -9 | -3 |
| Cc1cc(C)n2nc(SCC(=O)N(C)Cc3ccccc3)nc2n1 | -14 | -3.9 | 4 | 0.7 | 6 | 1 | -3 | -17 | 0 | -4 |
| Nc1ccccc1N=Cc1ccc(-c2cccc(Cl)c2)o1 | -3 | 1.6 | i | -20 | 9 | 4 | -7 | 13 | 20 | -1 |
| S=C(NCc1ccco1)Nc1cc(Cl)c(Cl)cc1Cl | 10 | 1.6 | -1 | -0.7 | 2 | 5 | 0 | 14 | 4 | 1 |
| O=C(O)Cc1cccc2ccccc12 | 0 | -0.6 | 0 | -0.2 | -3 | 2 | 3 | -10 | 1 | -5 |
| O=C(O)c1ccc(N2CCc3ccccc32)c([N+](=O)[O-])c1 | -7 | 0.1 | 3 | 0.0 | -12 | 8 | 0 | -2 | 8 | 0 |
| COc1cc(C(=O)N2CCc3ccccc32)c([N+](=O)[O-])cc1OC | -3 | -1.2 | 0 | 0.2 | -11 | 0 | -4 | -3 | -5 | 0 |
| NS(=O)(=O)c1ccc(Nc2nc(-c3cccc([N+](=O)[O-])c3)cs2)cc1 | -3 | -0.9 | 9 | 0.6 | 18 | -33 | 4 | 10 | 36* | -3 |
| Cc1ccsc1-c1n[nH]c(=S)n1CC(C)C | 4 | 2.0 | 2 | -0.3 | 7 | 17 | 1 | -6 | 1 | 2 |
| Cc1ccc([C@H]2C[C@H](n3cc(C4CC4)nn3)[C@@H](O)CN2Cc2cccs2)cc1 | 7 | -1.6 | -10 | 0.0 | -7 | -12 | -2 | -13 | 0 | -8 |
| O=C(CCCC(=O)NCc1ccc(F)cc1)NCc1ccc(F)cc1 | 1 | 4.2 | -1 | 0.2 | -9 | 3 | 4 | -1 | -3 | 1 |
| Cc1cc(C)n(C(=O)c2cccc([N+](=O)[O-])c2)n1 | 7 | 0.4 | -9 | -0.3 | -10 | 5 | 5 | -10 | 1 | 6 |
| O=C(N/N=C/c1cccc(NC(=O)c2ccc(Cl)cc2)c1)c1cccc(O)c1 | -8 | 2.3 | 6 | -0.3 | 11 | -30 | 11 | 5 | 9 | 0 |
| Cc1nn(C(C)C(=O)N2CCN(c3ccccn3)CC2)c(=O)c2cc3occc3n12 (stereo not given) | 3 | -2.0 | -4 | 0.1 | -9 | 2 | -9 | 14 | -1 | -9 |
| CCCCCCCNC(=O)C1(CC2CC(c3ccc(Cl)cc3)=NO2)CCN(C(=O)c2cc(OCC)c(OCC)c(OCC)c2)CC1 (stereo not given) | -3 | -0.9 | 15 | -0.7 | 1 | -8 | -3 | -3 | 9 | -2 |
| CC(Oc1ccccc1)C(=O)OCC(=O)Nc1sccc1C(N)=O (stereo not given) | 2 | -0.5 | -2 | -0.2 | 10 | 6 | 1 | -2 | 10 | 0 |
| CCC1(c2ccccc2)NC(=O)N(CC(=O)NNC(=O)c2ccoc2C)C1=O (stereo not given) | -4 | -0.9 | -6 | 0.8 | -7 | 2 | 0 | -14 | 0 | 2 |
| CCOc1cc(C(=O)OC(C)C(=O)Nc2ccccc2OC)ccc1OCC(=O)N1CCOCC1 (stereo not given) | -1 | -0.7 | -5 | 0.1 | 0 | 0 | 0 | -3 | 2 | 1 |
| CC1=CC(=C(C#N)c2nc3ccccc3s2)C=C(C)N1c1ccc(F)cc1 | -1 | 1.0 | 5 | -0.5 | -1 | 4 | 1 | -3 | 1 | -11 |
| CCc1nc2ccc(C(=O)NCCc3ccccn3)cn2c1N(C)CCC(C)C | 11 | -2.5 | -3 | 0.3 | -3 | -7 | -3 | 4 | 0 | 5 |

Screens from PubChem BioAssay.

Rows were taken by chance, and some 4.5% of all compounds hit somewhere here.
